NFkB binder: binders of NF-kB p50 subunit, primary screen, biochemical, small molecule microarray, anti-His fluorescence. Nuclear factor NF-kappa-B p105 subunit (Homo sapiens), P19838. AID 624139, 2012. calls only. hit rate 1.3% among 17,000. anti-His fluorescence binding;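 active = spot fluorescence over background significantly raised, with a chance value under 7% in all four replicate spots of the compound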;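 also: probe protein is his-tagged human p50 processed subunit at 1 µg/ml; raw spot fluorescence signals with no normalization applied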
Target sequence (P19838 1-433 limits assumed): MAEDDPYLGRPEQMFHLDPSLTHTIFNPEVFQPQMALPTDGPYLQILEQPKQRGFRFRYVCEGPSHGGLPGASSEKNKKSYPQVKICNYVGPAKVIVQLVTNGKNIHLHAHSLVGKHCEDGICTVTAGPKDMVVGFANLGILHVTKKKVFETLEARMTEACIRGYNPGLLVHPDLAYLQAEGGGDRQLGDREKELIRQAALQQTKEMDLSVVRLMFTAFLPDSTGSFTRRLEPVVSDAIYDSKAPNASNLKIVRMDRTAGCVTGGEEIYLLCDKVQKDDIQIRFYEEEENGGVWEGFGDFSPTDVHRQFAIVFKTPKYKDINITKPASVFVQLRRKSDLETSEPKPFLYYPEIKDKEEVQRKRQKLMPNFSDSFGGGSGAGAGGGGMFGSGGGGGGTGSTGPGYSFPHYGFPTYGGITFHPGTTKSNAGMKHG
Calls only; i = inactive; + = active, no number.

O=C(CSc1nc2c(c(C(F)(F)F)n1)CCCC2)Nc1ccccc1
- NFkB binder: i

C/C(=C/c1ccc(C(=O)O)cc1)c1ccc2c(c1)C(C)(C)CCC2(C)C
- NFkB binder: i

CC(C)NC(=O)N(C)C[C@H]1OCCCC[C@H](C)Oc2ccc(NS(=O)(=O)c3ccccc3)cc2C(=O)N([C@@H](C)CO)C[C@H]1C
- NFkB binder: i

C[C@@H]1CN([C@H](C)CO)C(=O)c2cccc(NC(=O)NC3CCCCC3)c2O[C@@H]1CN(C)C(=O)Nc1ccc(C(F)(F)F)cc1
- NFkB binder: i

C[C@@H]1CN([C@@H](C)CO)C(=O)Cc2cc(NC(=O)CCC(F)(F)F)ccc2O[C@H]1CN(C)C(=O)Nc1ccccc1
- NFkB binder: i

O=C(CSc1nc2cc3ccccc3cc2[nH]1)Nc1ccc(F)cc1
- NFkB binder: i

C[C@H](CO)N1C[C@H](C)[C@@H](CN(C)C)Oc2ccc(NS(=O)(=O)c3ccccc3)cc2C1=O
- NFkB binder: i

O=C(O)Cc1cc2ccccc2nc1C(=O)O
- NFkB binder: i

O=C(C1=C[C@H](c2ccc3c(c2)Cc2ccccc2-3)C[C@H](OCCCCO)O1)N1CCCCC1
- NFkB binder: i

C[C@@H]1CCCCO[C@@H](CN(C)Cc2ccc3c(c2)OCO3)[C@@H](C)CN([C@H](C)CO)C(=O)c2cc(NS(=O)(=O)c3ccccc3)ccc2O1
- NFkB binder: i

Cc1nc2ccccc2n1CC(O)COCC1CC=CCC1 (centres undefined)
- NFkB binder: i

CC1(CN2CCC(n3c(=O)[nH]c4ccccc43)CC2)OCc2ccccc2-n2cccc21 (centres undefined)
- NFkB binder: i

COCCOC(=O)N1C(=O)[C@@]2(c3cc(C#CC4(O)CCCCCC4)ccc31)[C@H](C(N)=O)[C@H]1C(=O)O[C@H](c3ccccc3)[C@H](c3ccccc3)N1[C@@H]2c1ccc(OCCO)cc1
- NFkB binder: i

C[C@@H]1CN([C@H](C)CO)C(=O)c2cc(NS(=O)(=O)c3ccccc3)ccc2O[C@@H](C)CCCCO[C@H]1CN(C)C(=O)C1CCCCC1
- NFkB binder: i

CCOC(=O)CCCSc1nc2c(c(C(F)(F)F)c1C#N)CC(C)CC2 (centres undefined)
- NFkB binder: i

CC1OC(Oc2cc(O)c3c(=O)c(OC4OCC(O)C(O)C4O)c(-c4ccc(O)cc4)oc3c2)C(O)C(O)C1O (centres undefined)
- NFkB binder: i

CC(C)NC(=O)N(C)C[C@@H]1Oc2ccc(NC(=O)C3CCCCC3)cc2C(=O)N([C@@H](C)CO)C[C@@H]1C
- NFkB binder: i

C[C@H]1CN([C@@H](C)CO)C(=O)Cc2cc(NC(=O)Nc3ccc(F)cc3)ccc2O[C@@H]1CN(C)Cc1ccc(C(=O)O)cc1
- NFkB binder: i

C[C@@H]1CN([C@H](C)CO)C(=O)CCCn2nncc2CO[C@H]1CN(C)Cc1ccncc1
- NFkB binder: i

C[C@H](CO)N1C[C@H](C)[C@@H](CN(C)S(=O)(=O)c2ccc(Cl)cc2)Oc2ccc(NC(=O)NC3CCCCC3)cc2CC1=O
- NFkB binder: i

C[C@@H]1CCCCO[C@@H](CN(C)Cc2ccc(C(=O)O)cc2)[C@H](C)CN([C@H](C)CO)C(=O)c2cc(NC(=O)c3ccncc3)ccc2O1
- NFkB binder: i

C[C@]12CCC(=O)N1CCc1c2[nH]c2ccccc12
- NFkB binder: i

C[C@H](CO)N1C[C@H](C)[C@@H](CN(C)C(=O)Nc2ccccc2)Oc2ccc(N(C)C)cc2CC1=O
- NFkB binder: i

C[C@H](CO)N1C[C@H](C)[C@@H](CN(C)CC2CC2)OCCCC[C@H](C)Oc2ccc(NC(=O)Nc3cccc4ccccc34)cc2C1=O
- NFkB binder: +

O[C@@H]1[C@@H](O)[C@H](OC/C=C/c2ccccc2)O[C@H](CO[C@@H]2OC[C@H](O)[C@H](O)[C@H]2O)[C@H]1O
- NFkB binder: i

Cc1cc(=O)[nH]c(SCCOc2ccc(C(=O)c3ccccc3)cc2)n1
- NFkB binder: i

O=c1cc(-c2ccccc2)oc2ccc(O)cc12
- NFkB binder: i

C[C@H]1CN([C@@H](C)CO)C(=O)c2cccc(NS(=O)(=O)c3cn(C)cn3)c2O[C@H]1CN(C)Cc1ccc2c(c1)OCO2
- NFkB binder: i

C=CCNC(=O)[C@H]1[C@@H]2C(=O)O[C@@H](c3ccccc3)[C@@H](c3ccccc3)N2[C@@H](c2ccc(OCCO)cc2)[C@]12C(=O)Nc1ccc(C#Cc3ccc(OC)cc3)cc12
- NFkB binder: i

C[C@H](CO)N1C[C@H](C)[C@@H](CN(C)Cc2ccc(C(F)(F)F)cc2)Oc2c(NS(=O)(=O)c3cn(C)cn3)cccc2C1=O
- NFkB binder: i

COc1ccc(C(=O)Nc2ccc(Cc3ccc(NC(=O)c4ccc(OC)cc4)c(O)c3)cc2O)cc1
- NFkB binder: i

Cc1noc(C)c1NC(=O)Nc1cccc2c1O[C@H](CN(C)C(=O)Nc1c(C)noc1C)[C@H](C)CN([C@@H](C)CO)C2=O
- NFkB binder: i

COc1ccc(CN(C)C[C@@H]2Oc3c(NC(=O)Nc4cccc5ccccc45)cccc3C(=O)N([C@@H](C)CO)C[C@@H]2C)cc1
- NFkB binder: i

C[C@H]1CN([C@@H](C)CO)C(=O)c2cc(NC(=O)Nc3ccc4c(c3)OCO4)ccc2O[C@H]1CN(C)S(=O)(=O)c1cn(C)cn1
- NFkB binder: i

C[C@@H]1CN([C@@H](C)CO)C(=O)Cc2cc(N(C)C)ccc2O[C@@H]1CN(C)Cc1ccccc1
- NFkB binder: i

C[C@H](CO)N1C[C@H](C)[C@H](CN(C)S(=O)(=O)c2ccc(C#N)cc2)Oc2ncc(C#Cc3ccccc3)cc2C1=O
- NFkB binder: i

CC(C)NC(=O)N(C)C[C@H]1Oc2ccc(NC(=O)CCC(F)(F)F)cc2C(=O)N([C@H](C)CO)C[C@@H]1C
- NFkB binder: i

Cc1noc(C)c1NC(=O)Nc1ccc2c(c1)CC(=O)N([C@H](C)CO)C[C@H](C)[C@H](CN(C)Cc1ccncc1)O2
- NFkB binder: i

COc1ccc(NC(=O)CSc2[nH]c(=O)cc(C)c2C#N)cc1OC
- NFkB binder: i

C[C@@H]1CN([C@@H](C)CO)C(=O)c2cc(N(C)C)ccc2O[C@@H](C)CCCCO[C@H]1CN(C)S(=O)(=O)c1ccccc1
- NFkB binder: i

Cc1occc(=O)c1CC=O
- NFkB binder: i

C[C@@H]1CN([C@@H](C)CO)C(=O)c2cc(NS(=O)(=O)c3cn(C)cn3)ccc2O[C@@H]1CN(C)S(=O)(=O)c1cn(C)cn1
- NFkB binder: i

COc1ccc(CN(C)C[C@@H]2Oc3ccc(NC(=O)Nc4ccc(C(F)(F)F)cc4)cc3C(=O)N([C@H](C)CO)C[C@@H]2C)cc1
- NFkB binder: i

CC(C)NC(=O)Nc1ccc2c(c1)C(=O)N([C@@H](C)CO)C[C@H](C)[C@@H](CN(C)S(=O)(=O)c1cccs1)OCCCC[C@H](C)O2
- NFkB binder: i

C[C@@H]1CN([C@@H](C)CO)C(=O)c2cccc(NC(=O)c3nc4ccccc4s3)c2O[C@H]1CN(C)C(=O)Nc1ccc(C(F)(F)F)cc1
- NFkB binder: i

CC(C)NC(=O)Nc1cccc2c1O[C@H](CN(C)Cc1ccc(Cl)c(Cl)c1)[C@H](C)CN([C@@H](C)CO)C2=O
- NFkB binder: i

C[C@@H]1CCCCO[C@@H](CN(C)Cc2ccc(C(=O)O)cc2)[C@@H](C)CN([C@@H](C)CO)C(=O)c2cc(NS(C)(=O)=O)ccc2O1
- NFkB binder: i

C[C@@H]1CN([C@@H](C)CO)C(=O)c2cc(NC(=O)c3ccncc3)ccc2O[C@@H]1CN(C)C(=O)NC1CCCCC1
- NFkB binder: i

Cc1noc(C)c1NC(=O)N(C)C[C@@H]1Oc2ccc(NC(=O)NC3CCCCC3)cc2C(=O)N([C@H](C)CO)C[C@@H]1C
- NFkB binder: i

C[C@H]1CN([C@@H](C)CO)C(=O)c2cc(NS(=O)(=O)c3cccs3)ccc2O[C@H]1CN(C)Cc1ccc(-c2ccccc2)cc1
- NFkB binder: i

C=CCN1C(=O)[C@@]2(O[C@@H](CCO)[C@H]([Si](C)(C)c3ccc(OC)cc3)[C@H]2C)c2cc(NC(C)=O)ccc21
- NFkB binder: i

CC(C)NC(=O)N(C)C[C@H]1Oc2ccc(NC(=O)C3CC3)cc2C(=O)N([C@@H](C)CO)C[C@@H]1C
- NFkB binder: i

C[C@@H]1CN([C@@H](C)CO)C(=O)c2cc(NC(=O)Nc3ccc4c(c3)OCO4)ccc2O[C@@H]1CN(C)Cc1ccc(C(=O)O)cc1
- NFkB binder: i

C[C@@H]1CN([C@@H](C)CO)C(=O)c2cc(N(C)C)ccc2O[C@@H]1CN(C)C(=O)Nc1ccc(F)cc1
- NFkB binder: i

C[C@@H]1CN([C@H](C)CO)C(=O)c2cccc(NC(=O)Nc3ccccc3)c2O[C@@H]1CN(C)Cc1ccc(C(F)(F)F)cc1
- NFkB binder: i

Cc1cc2c(cc1S(N)(=O)=O)S(=O)(=O)CCC2
- NFkB binder: i

Cc1nn(S(=O)(=O)c2ccccc2[N+](=O)[O-])c(C)c1Sc1ccccc1
- NFkB binder: i

CC(Oc1cccc(Cl)c1)C(=O)Nc1ccccc1C(=O)O (centres undefined)
- NFkB binder: i

CC(C)NC(=O)Nc1ccc2c(c1)C(=O)N([C@@H](C)CO)C[C@@H](C)[C@@H](CN(C)C(=O)CCCN(C)C)OCCCC[C@H](C)O2
- NFkB binder: i

C[C@@H]1CN([C@@H](C)CO)C(=O)Cc2cc(NC(=O)C3CC3)ccc2O[C@H]1CN(C)Cc1ccc(C(=O)Nc2ccccc2N)cc1
- NFkB binder: i

An excerpt of these results, in CSV form:
compound,NFkB binder
Cc1noc(C)c1NC(=O)N(C)C[C@@H]1Oc2ccc(NC(=O)NC3CCCCC3)cc2C(=O)N([C@H](C)CO)C[C@@H]1C,i
C[C@H]1CN([C@@H](C)CO)C(=O)c2cc(NS(=O)(=O)c3cccs3)ccc2O[C@H]1CN(C)Cc1ccc(-c2ccccc2)cc1,i
C=CCN1C(=O)[C@@]2(O[C@@H](CCO)[C@H]([Si](C)(C)c3ccc(OC)cc3)[C@H]2C)c2cc(NC(C)=O)ccc21,i

Other results.
C[C@@H]1CN([C@@H](C)CO)C(=O)Cc2cc(NC(=O)CCN3CCOCC3)ccc2O[C@@H]1CN(C)Cc1ccncc1
- NFkB binder: i

COc1ccccc1CC(=O)Nc1cc([N+](=O)[O-])ccc1OC
- NFkB binder: i

COc1cccc(/C=C2\SC(=S)N(CCCC(=O)O)C2=O)c1
- NFkB binder: i

C[C@H](CO)N1C[C@H](C)[C@H](CN(C)C(=O)Nc2ccc(F)cc2)Oc2c(NC(=O)C3CCOCC3)cccc2C1=O
- NFkB binder: i

C[C@H](CO)N1C[C@H](C)[C@@H](CN(C)Cc2ccncc2)OCCCC[C@H](C)Oc2ccc(N(C)C)cc2C1=O
- NFkB binder: i

O=C(O)COc1cccc(NC(=O)c2ccc(I)cc2)c1
- NFkB binder: i

C[C@H](CO)N1C[C@H](C)[C@H](CN(C)C(=O)Nc2ccccc2)Oc2ncccc2C1=O
- NFkB binder: i

COc1cc(C2OCC3C(c4ccc5c(c4)OCO5)OC(=O)C23)ccc1O (centres undefined)
- NFkB binder: i

COc1ccc(S(=O)(=O)Nc2ccc3c(c2)C(=O)N([C@H](C)CO)C[C@H](C)[C@@H](CN(C)Cc2ccc(C(F)(F)F)cc2)O3)cc1
- NFkB binder: i

C=C1C2CCC3[C@]4(C)CCC[C@@](C)(C(=O)O)C4CC[C@]3(C2)[C@H]1OC(C)=O (some centres undefined)
- NFkB binder: i

Cc1noc(C)c1NC(=O)N(C)C[C@H]1Oc2ccc(NC(=O)Cn3cnnn3)cc2C(=O)N([C@@H](C)CO)C[C@@H]1C
- NFkB binder: i

C[C@@H]1CN([C@@H](C)CO)C(=O)c2cccc(N(C)C)c2O[C@@H]1CN(C)Cc1ccccc1
- NFkB binder: i

C[C@H](CO)N1C[C@H](C)[C@@H](CN(C)Cc2ccc(Cl)c(Cl)c2)Oc2ccc(NC(=O)CCN3CCOCC3)cc2CC1=O
- NFkB binder: i

Cc1nc(SCC(=O)Nc2cccc(C(=O)O)c2)[nH]c(=O)c1C
- NFkB binder: i

C[C@H]1CN([C@@H](C)CO)C(=O)c2cccc(NS(=O)(=O)c3ccccc3)c2O[C@H]1CN(C)C(=O)Nc1ccc2c(c1)OCO2
- NFkB binder: i

COc1ccc2c(c1)O[C@H]1c3ccc(O)cc3OC[C@@H]21
- NFkB binder: i

C[C@H](CO)N1C[C@H](C)[C@@H](CN(C)C(=O)Nc2ccc(F)cc2)Oc2ccc(NC(=O)Nc3ccccc3)cc2C1=O
- NFkB binder: i

C=C1C(=O)O[C@@H]2[C@H]3C(=C)[C@@H](O[C@@H]4O[C@H](CO)[C@@H](O)[C@H](O)[C@H]4O)C[C@H]3C(=C)C[C@@H](O)[C@@H]12
- NFkB binder: i

N#Cc1c(C(F)(F)F)cc(-c2cccs2)nc1SCC(O)COc1ccc(Cl)cc1 (centres undefined)
- NFkB binder: i

Cc1noc(C)c1S(=O)(=O)Nc1ccc2c(c1)C(=O)N([C@H](C)CO)C[C@H](C)[C@H](CN(C)C(=O)c1ccncc1)OCCCC[C@H](C)O2
- NFkB binder: i

C[C@H](CO)N1C[C@H](C)[C@H](CN(C)S(=O)(=O)c2cn(C)cn2)Oc2ccc(NC(=O)NC3CCCCC3)cc2C1=O
- NFkB binder: i

CNC[C@H]1OCCCC[C@H](C)Oc2ccc(NC(=O)CCCN(C)C)cc2C(=O)N([C@H](C)CO)C[C@@H]1C
- NFkB binder: i

C[C@@H]1CC[C@]2(C(=O)O)CC[C@]3(C(=O)O)C(=CCC4[C@@]5(C)CC[C@H](O[C@@H]6O[C@@H](C)[C@H](O[C@@H]7O[C@H](CO)[C@@H](O)[C@H](O)[C@H]7O)[C@@H](O)[C@H]6O)C(C)(C)C5CC[C@]43C)C2[C@H]1C (some centres undefined)
- NFkB binder: i

COc1ccccc1CN(C)C[C@@H]1OCc2cn(nn2)CCCC(=O)N([C@@H](C)CO)C[C@@H]1C
- NFkB binder: i

C[C@H]1CN([C@@H](C)CO)C(=O)Cc2cc(NC(=O)Nc3cccc4ccccc34)ccc2O[C@H]1CN(C)CC1CC1
- NFkB binder: i

Compound activity deposited in PubChem BioAssay by Broad Institute.

This is a subset; the hit share may differ from the screen's.
